CHRM1 PAM: human M1 muscarinic receptor positive allosteric modulators, primary screen, CHO-K1 cells, Fluo-8 calcium fluorescence, 1536-well; activation, % at 3 µM; Muscarinic acetylcholine receptor M1 (Homo sapiens), P11229; CHO-K1 hM1, ACh EC20; 0% = ACh EC20, 100% = maximal ACh; 360,000 tested, 0.088% active; in the data active = activation above about 19%, passing the limit was not always enough
Target sequence (P11229 whole entry, looked up): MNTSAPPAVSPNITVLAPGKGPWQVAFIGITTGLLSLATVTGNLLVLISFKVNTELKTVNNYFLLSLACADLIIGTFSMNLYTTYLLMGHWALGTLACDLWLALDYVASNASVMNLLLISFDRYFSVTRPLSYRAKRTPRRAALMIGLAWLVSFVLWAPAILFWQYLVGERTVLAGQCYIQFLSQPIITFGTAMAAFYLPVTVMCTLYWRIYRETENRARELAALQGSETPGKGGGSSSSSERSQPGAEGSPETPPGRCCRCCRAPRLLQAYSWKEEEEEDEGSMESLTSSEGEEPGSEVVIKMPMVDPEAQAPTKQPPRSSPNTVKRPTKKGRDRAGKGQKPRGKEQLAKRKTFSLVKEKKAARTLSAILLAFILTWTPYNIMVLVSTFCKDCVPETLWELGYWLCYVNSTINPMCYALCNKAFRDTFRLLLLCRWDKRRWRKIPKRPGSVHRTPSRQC
TAAR1 antagonist: human TAAR1 antagonists, primary screen, Fluo-8 calcium fluorescence, CHO RD-HGA16 cells; Trace amine-associated receptor 1 (Homo sapiens), Q96RJ0; antagonist; inhibition, % at 3 µM; 360,000 tested, 1.5% active; AID 624466, 2012;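 active = inhibition above a per-plate cutoff, the mean inhibition of test compounds on that plate plus 3 SD, cut at about 49% in these data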;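 note: 0% = DMSO plus EC80 beta-PEA response and 100% = DMSO alone without agonist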
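Assay system: CHO-derived RD-HGA16 cells stably expressing human TAAR1 plus Gα16. Timing: 140 s kinetic read after compound, 140 s after agonist. Technique: kinetic Fluo-8 calcium fluorescence measurement. Measure: % inhibition of agonist calcium response.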
CHRM1 antagonist: human M1 muscarinic receptor antagonists, primary screen, CHO-K1 cells, Fluo-8 calcium fluorescence, 1536-well; inhibition, % at 3 µM; CHO-K1 hM1, ACh EC80 antagonist; Muscarinic acetylcholine receptor M1 (Homo sapiens), P11229; 360,000 tested, 1.3% active;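 active = percent inhibition above its own plate's cutoff, namely the mean of that plate's compound wells plus 3 SD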;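 note: peak over basal fluorescence ratio during 140 s after agonist addition; 0% = ACh EC80 plus DMSO and 100% = DMSO alone without agonist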
TAAR1 agonist: human TAAR1 agonists, primary screen, Fluo-8 calcium fluorescence, CHO RD-HGA16 cells. vehicle wells 0%, saturating PEA agonist 100%. Trace amine-associated receptor 1 (Homo sapiens), Q96RJ0. 360,000 tested, 0.99% active. activation, % at 3 µM;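 active = activation above the mean activation of all test compounds in the run plus 3 SD, cut at about 38% in these data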
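System: CHO RD-HGA16 cells carrying human TAAR1 plus Gα16; Incubation: 17-24 h seeding, 75 min 37 °C dye, 30 min RT; Measured by: Fluo-8 fluorescence, 5 s baseline then 140 s kinetic read; Control set: DMSO and PEA EC100; Replication: single well for each compound.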
OXTR agonist: human OXTR agonists, primary screen, fluorescence, CHO-OTR cells, Fluo-8 calcium; Fluo-8 calcium fluorescence; normalized: DMSO 0%, oxytocin 100%; activation, % at 3 µM; 320,000 tested, 0.32% active; AID 2435, 2010;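 active = activation above the mean of all tested compounds plus 3 SD, cutoff set per screening run, cut at about 20% in these data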;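 note: peak over basal fluorescence ratio from a 100 s FLIPR kinetic read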
Target sequence (P30559 whole entry, looked up): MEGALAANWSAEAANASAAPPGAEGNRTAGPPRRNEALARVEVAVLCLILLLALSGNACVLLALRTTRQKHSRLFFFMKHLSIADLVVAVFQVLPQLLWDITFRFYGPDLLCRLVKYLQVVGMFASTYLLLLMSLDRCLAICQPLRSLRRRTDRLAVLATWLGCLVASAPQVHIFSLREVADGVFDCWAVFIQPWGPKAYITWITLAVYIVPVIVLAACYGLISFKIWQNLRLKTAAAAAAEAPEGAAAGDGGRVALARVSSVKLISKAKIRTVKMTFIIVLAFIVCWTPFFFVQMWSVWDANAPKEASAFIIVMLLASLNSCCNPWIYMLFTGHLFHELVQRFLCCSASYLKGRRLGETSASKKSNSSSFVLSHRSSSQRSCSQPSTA
CHO parental Ca: ATP-evoked calcium signal inhibitors, parental CHO, primary screen, counter-screen for OX1R antagonist project, cell-based, fluorescence, Fluo-8 calcium dye | parental CHO-K1, ATP-induced calcium, Fluo-8 fluorescence | inhibition, % at 5.6 µM | 330,000 tested, 0.63% active | AID 463079, 2010;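 active = inhibition above that plate's mean sample inhibition plus 3 SD, cut at about 26% in these data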;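 note: 0% = ATP-challenged DMSO wells and 100% = DMSO wells without ATP; some compounds past the cut are filed as inactive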
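material = parental CHO cells | also added = ATP as calcium-mobilizing challenge | dosing = single point at 5.6 µM | detection = intracellular calcium via Fluo-8 no-wash fluorescent dye | read-out = % inhibition | benchmarks = low control ATP plus DMSO, high control DMSO only | repeats = one well per compound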
V1R ag counter: agonists of human V1a receptor, primary screen, counter-screen for OXTR agonist project, fluorescence, CHO-V1R cells | Fluo-8 calcium fluorescence, agonist mode; 0% DMSO, 100% 3 nM vasopressin | Vasopressin V1a receptor (Homo sapiens), P37288 | activation, % at 3 µM | 320,000 tested, 0.25% active;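 active = activation above the mean activation of all tested compounds plus 3 SD, per screening run, cut at about 20% in these data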;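 note: signal is peak over basal fluorescence ratio across a 100 second FLIPR read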
OXTR potentiate: human OXTR potentiators, primary screen, fluorescence, CHO-OTR cells, Fluo-8 calcium | Oxytocin receptor (Homo sapiens), P30559 | Fluo-8 calcium fluorescence, potentiator mode; 0% = oxytocin EC15, 100% = EC100 | activation, % at 3 µM | 320,000 tested, 0.061% active | AID 2445, 2010;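 active = activation above that plate's cutoff, the mean activation of tested compounds plus 3 SD, cut at about 6.6% in these data, passing the limit was not always enough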;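 note: 100% uses oxytocin at 75 nM as the full agonist control; some results filed as inactive read as strong as hits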
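System: human OTR in CHO cells; Also added: sub-maximal oxytocin, roughly EC15; Timing: compound 6 min at room temperature before oxytocin, 100 s read; Technique: Fluo-8 intracellular calcium fluorescence, ex 470-495, em 515-575 nm; Controls: oxytocin EC15 low and EC100 high; Replication: singlicate.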
M1 ag: human M1 muscarinic receptor agonists, primary screen, Fluo-8 calcium fluorescence, CHO-K1 cells, HTS; Muscarinic acetylcholine receptor M1 (Homo sapiens), P11229; CHO-K1 hM1, agonist mode; 0% DMSO, 100% acetylcholine EC100; activation, % at 3 µM; 360,000 tested, 0.33% active;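 active = activation above the run's mean compound activation plus 3 SD, cut at about 16% in these data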;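 note: peak over basal fluorescence ratio within a 140 s kinetic read after compound addition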
* = called active by the depositor. Outcome played no part in choosing rows. Share with any hit: about 3.7%.

Results for CC(=O)n1cc(/C=N/NC(=O)c2ccc([N+](=O)[O-])cc2)c2ccccc21 ?
CHRM1 PAM: 9; TAAR1 antagonist: 4; CHRM1 antagonist: -20; TAAR1 agonist: 3; OXTR agonist: 2.9; CHO parental Ca: -9; V1R ag counter: 3.3; OXTR potentiate: -9; M1 ag: -5

How did N#CCC(=O)NN=C1CCCCCCCCCCC1 do in these assays?
CHRM1 PAM: 17; TAAR1 antagonist: -8; CHRM1 antagonist: -3; TAAR1 agonist: -1; OXTR agonist: 0.1; CHO parental Ca: 3; V1R ag counter: 0.9; OXTR potentiate: -1; M1 ag: 3

Results for O=C(Nc1ccccc1)OCCNC(=O)c1cccc(Br)c1 ?
CHRM1 PAM: -1; TAAR1 antagonist: -2; CHRM1 antagonist: 2; TAAR1 agonist: 6; OXTR agonist: 2.0; CHO parental Ca: 6; V1R ag counter: 7.7; OXTR potentiate: -3; M1 ag: -7

How did C=CCn1c(=NC(=O)c2ccco2)sc2cc(C(=O)OCC)ccc21 do in these assays?
CHRM1 PAM: 12; TAAR1 antagonist: -7; CHRM1 antagonist: -10; TAAR1 agonist: -1; OXTR agonist: -0.2; CHO parental Ca: -3; V1R ag counter: 0.9; OXTR potentiate: 3; M1 ag: -6

Results for Cc1cc2c(C)nc(Cc3ccccc3)nc2o1 ?
CHRM1 PAM: 3; TAAR1 antagonist: -12; CHRM1 antagonist: -19; TAAR1 agonist: 14; OXTR agonist: 0.1; CHO parental Ca: 0; V1R ag counter: 0.0; OXTR potentiate: -5; M1 ag: -4

How did COC(=O)c1c(NC(=O)C(=O)NCCCN2CCOCC2)sc2c1CC(C)(C)OC2 do in these assays?
CHRM1 PAM: 11; TAAR1 antagonist: -8; CHRM1 antagonist: -17; TAAR1 agonist: 3; OXTR agonist: 0.2; CHO parental Ca: -20; V1R ag counter: -0.3; OXTR potentiate: -1; M1 ag: -5

How did CCC(=O)c1ccc(OCCn2cncn2)cc1 do in these assays?
CHRM1 PAM: 3; TAAR1 antagonist: -2; CHRM1 antagonist: -4; TAAR1 agonist: 4; OXTR agonist: -0.3; CHO parental Ca: -2; V1R ag counter: 0.4; OXTR potentiate: -3; M1 ag: -4

How did O=C(Nc1ccc(Cl)cc1F)c1ccc(COc2c(F)c(F)c(F)c(F)c2F)o1 do in these assays?
CHRM1 PAM: -4; TAAR1 antagonist: 21; CHRM1 antagonist: 3; TAAR1 agonist: -2; OXTR agonist: -1.3; CHO parental Ca: -20; V1R ag counter: -0.4; OXTR potentiate: -7; M1 ag: -5

How did COC(=O)Sc1nc(N2CCOCC2)c2c(c1C#N)CC(C)(C)OC2 do in these assays?
CHRM1 PAM: 0; TAAR1 antagonist: -4; CHRM1 antagonist: -6; TAAR1 agonist: -1; OXTR agonist: -1.7; CHO parental Ca: -4; V1R ag counter: -0.7; OXTR potentiate: -5; M1 ag: -2

What do the screens show for `CC1CCN(C(=O)Cn2cc(SCC(=O)NCC3CCCO3)c3ccccc32)CC1` (configuration not stated)?
CHRM1 PAM: 4; TAAR1 antagonist: -36; CHRM1 antagonist: 5; TAAR1 agonist: 7; OXTR agonist: 0.2; CHO parental Ca: -4; V1R ag counter: 2.8; OXTR potentiate: -8; M1 ag: -4

What do the screens show for `CC1CCN(c2nnc(N)s2)CC1`?
CHRM1 PAM: 1; TAAR1 antagonist: 13; CHRM1 antagonist: -5; TAAR1 agonist: 6; M1 ag: -6

Results for Cc1cc2ccccc2n1CCNC(=O)C(C)(C)C ?
CHRM1 PAM: -14; TAAR1 antagonist: -25; CHRM1 antagonist: 33*; TAAR1 agonist: 1; OXTR agonist: -0.5; CHO parental Ca: -13; V1R ag counter: 0.5; OXTR potentiate: -1; M1 ag: -4

What do the screens show for `Cc1ccc(C(=O)N2CCC3(CC2)Oc2ccc(Cl)cc2C(=O)C32CC(c3cccnc3)=NO2)s1` (configuration not stated)?
CHRM1 PAM: 3; TAAR1 antagonist: 31; CHRM1 antagonist: 2; TAAR1 agonist: 7; OXTR agonist: 0.4; CHO parental Ca: -21; V1R ag counter: 0.8; OXTR potentiate: -9; M1 ag: -3

What do the screens show for `c1ccc(CCSc2nccn2-c2ccccc2)cc1`?
CHRM1 PAM: 0; TAAR1 antagonist: 2; CHRM1 antagonist: -34; TAAR1 agonist: 17; OXTR agonist: -0.6; CHO parental Ca: -13; V1R ag counter: -0.9; OXTR potentiate: -1; M1 ag: -5

How did CCCn1nc(NC(=O)CC(C)C)c2cc3ccccc3nc21 do in these assays?
CHRM1 PAM: 1; TAAR1 antagonist: 7; CHRM1 antagonist: -3; TAAR1 agonist: 8; OXTR agonist: -1.9; CHO parental Ca: -21; V1R ag counter: -1.6; OXTR potentiate: 6; M1 ag: -5

What do the screens show for `CCCCCCCN=CC1=C(O)CC(c2ccccc2)CC1=O` (configuration not stated)?
CHRM1 PAM: 5; TAAR1 antagonist: -17; CHRM1 antagonist: -4; TAAR1 agonist: -1; OXTR agonist: -0.9; CHO parental Ca: -8; V1R ag counter: 0.9; OXTR potentiate: 2; M1 ag: -5

How did O=C(C1=C[C@@H](c2ccc(Br)cc2)C[C@@H](OCCCCO)O1)N1CCN(Cc2ccccc2)CC1 do in these assays?
CHRM1 PAM: 4; TAAR1 antagonist: -15; CHRM1 antagonist: 2; TAAR1 agonist: 11; OXTR agonist: 2.6; CHO parental Ca: -15; V1R ag counter: 2.9; OXTR potentiate: -7; M1 ag: -5

Results for CC(C)(C)OC(=O)N1C[C@H](O)C[C@H]1C(=O)OCC(=O)c1ccc([N+](=O)[O-])cc1 ?
CHRM1 PAM: 20; TAAR1 antagonist: 12; CHRM1 antagonist: -11; TAAR1 agonist: 0; OXTR agonist: 0.8; CHO parental Ca: -4; V1R ag counter: 0.6; OXTR potentiate: -4; M1 ag: 3

What do the screens show for `NNC(=O)c1cc(S(=O)(=O)N2CCOCC2)c[nH]1`?
CHRM1 PAM: 13; TAAR1 antagonist: 1; CHRM1 antagonist: -4; TAAR1 agonist: 16; OXTR agonist: -0.5; CHO parental Ca: -12; V1R ag counter: -0.3; OXTR potentiate: 1; M1 ag: -4

Results for O=C(O)c1ccc(N/N=C/c2cc3cc4c(cc3nc2Cl)OCCO4)cc1 ?
CHRM1 PAM: 15; TAAR1 antagonist: -7; CHRM1 antagonist: -18; TAAR1 agonist: 1; OXTR agonist: -0.5; CHO parental Ca: -13; V1R ag counter: 0.2; OXTR potentiate: 4; M1 ag: -2

Results for COc1ccccc1OCC(O)CNCc1ccc2c(c1)OCO2 (configuration not stated) ?
CHRM1 PAM: 4; TAAR1 antagonist: -22; CHRM1 antagonist: -10; TAAR1 agonist: 14; OXTR agonist: 0.6; CHO parental Ca: -17; V1R ag counter: 1.1; OXTR potentiate: -7; M1 ag: -2

Results for CN(C)CC/C=C1/c2ccccc2Sc2c(O)cc(Cl)cc21 ?
CHRM1 PAM: -31; TAAR1 antagonist: 21; CHRM1 antagonist: 97*; TAAR1 agonist: 3; OXTR agonist: 6.2; CHO parental Ca: -13; V1R ag counter: 4.9; OXTR potentiate: -16; M1 ag: -10

What do the screens show for `CCCCC1=CC2=CC(=O)C(C)(OC(=O)CC)C(=O)C2=CN1CCN1CCOCC1` (configuration not stated)?
OXTR agonist: 0.2; CHO parental Ca: -18; V1R ag counter: 1.1; OXTR potentiate: -1

How did CCOc1cccc2sc(N(CCCN(C)C)C(=O)c3ccc(S(=O)(=O)N(C)Cc4ccccc4)cc3)nc12 do in these assays?
CHRM1 PAM: -5; TAAR1 antagonist: 54*; CHRM1 antagonist: 12; TAAR1 agonist: 35; OXTR agonist: 17; CHO parental Ca: 5; V1R ag counter: 10; OXTR potentiate: -12; M1 ag: -1

Fetched one by one from above:
How did CCCn1nc(NC(=O)CC(C)C)c2cc3ccccc3nc21 do in these assays?
CHRM1 PAM: 1; TAAR1 antagonist: 7; CHRM1 antagonist: -3; TAAR1 agonist: 8; OXTR agonist: -1.9; CHO parental Ca: -21; V1R ag counter: -1.6; OXTR potentiate: 6; M1 ag: -5

What do the screens show for `c1ccc(CCSc2nccn2-c2ccccc2)cc1`?
CHRM1 PAM: 0; TAAR1 antagonist: 2; CHRM1 antagonist: -34; TAAR1 agonist: 17; OXTR agonist: -0.6; CHO parental Ca: -13; V1R ag counter: -0.9; OXTR potentiate: -1; M1 ag: -5

Other records:
Results for CCC(C)(C)NC(=O)C(c1cccs1)N(C(=O)c1ccn[nH]1)c1cccc(OC)c1 (configuration not stated) ?
CHRM1 PAM: 6; TAAR1 antagonist: 0; CHRM1 antagonist: -5; TAAR1 agonist: 2; OXTR agonist: -1.0; CHO parental Ca: -19; V1R ag counter: -0.8; OXTR potentiate: -8; M1 ag: -1

What do the screens show for `CCOC(=O)c1cc2c(=O)n3ccccc3nc2n(C(C)C)c1=NC(=O)c1c(-c2ccccc2Cl)noc1C`?
CHRM1 PAM: 2; TAAR1 antagonist: 4; CHRM1 antagonist: 2; TAAR1 agonist: 2; OXTR agonist: -0.1; CHO parental Ca: -7; V1R ag counter: 0.3; OXTR potentiate: 0; M1 ag: -3

Results for Cc1cc([N+](=O)[O-])ccc1NCc1ccco1 ?
CHRM1 PAM: 3; TAAR1 antagonist: 18; CHRM1 antagonist: -4; TAAR1 agonist: -1; OXTR agonist: -2.3; CHO parental Ca: -3; V1R ag counter: -1.6; OXTR potentiate: -9; M1 ag: -5

Results for Fc1ccc2nc(-c3ccccc3)ccc2c1 ?
CHRM1 PAM: 8; TAAR1 antagonist: -11; CHRM1 antagonist: -26; TAAR1 agonist: 6; M1 ag: -5

Compound activity from PubChem.
